Screens: PubChem BioAssay, Broad Institute
Cneo AK release – causes C. neoformans cell lysis | adenylate kinase release luminescence, 4 h; normalised: neutral wells 0, clomiphene wells 100 | 360,000 compounds, 0.2% hits | AID 651654 | lysis activity, % at 15 µM;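 active means mean lysis activity across replicates of at least 80%, whatever share of replicates individually reach that level; inactive means mean lysis activity below 80%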
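Material: C. neoformans cells | Amount: Yeast cell density of 5 × 10^6 cells/mL | Medium: Fresh YPD growth medium | Dosing: Single dose | Times: Static 4 h at 37 °C with compound, 1 h detection | Detection: AK luminescence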
PGC1a acetyl inh – PGC1a acetylation modulation, inhibitor mode | AID 651687 | inhibition, % at 15.6 µM | U2OS PGC1a acetylation, AlphaScreen anti-acetyl-lysine; with virally co-expressed GCN5 acetyltransferase | 350,000 compounds, 0.17% hits;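 active means every replicate shows inhibition of at least 40%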;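 further: 0% = neutral control wells and 100% = positive control wells; some results beyond the cut were filed as inactive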
PAX8 inh HTS – PAX8 transcriptional activity inhibition | AID 652154 | RMG-I TPO-luciferase reporter, SteadyGlo, 24 h | 360,000 compounds, 1.2% hits | inhibition, % at 12.6 µM;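 active means mean replicate inhibition at least 60% with every replicate also reaching 60%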;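 further: luciferase light reporting Pax8 driven TPO promoter activity; plate controls were median of neutral control wells for no effect and mitoxantrone controls for full effect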
EWS-Fli inh – blocks EWS/Fli oncoprotein-driven transcription; A673 NR0B1-luciferase reporter, viability-normalised; inhibition, % at 12.6 µM; 350,000 compounds, 0.67% hits;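 active means mean inhibition of at least 50% after viability correction, with every replicate also passing that limit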;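 further: firefly luciferase signal divided by Alamar Blue viability fluorescence both relative to DMSO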
CASP6 VEID inh – blocks human caspase-6 cleavage activity; 350,000 compounds, 0.53% hits; inhibition, % at 12.5 µM; purified caspase-6, Z-VEID-R110 cleavage fluorescence;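 active means mean inhibition across replicates at least about 35%, with every replicate also reaching that limit, limit read from the data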;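 further: 0% = median of neutral control wells and 100% = no fluorescence left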
Target sequence (P55212 24-179 limits assumed): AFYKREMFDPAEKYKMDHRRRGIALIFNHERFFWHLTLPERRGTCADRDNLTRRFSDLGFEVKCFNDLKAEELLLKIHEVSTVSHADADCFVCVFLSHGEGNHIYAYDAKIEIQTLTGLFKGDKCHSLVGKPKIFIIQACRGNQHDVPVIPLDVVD
Target sequence (P55212 194-293 limits assumed): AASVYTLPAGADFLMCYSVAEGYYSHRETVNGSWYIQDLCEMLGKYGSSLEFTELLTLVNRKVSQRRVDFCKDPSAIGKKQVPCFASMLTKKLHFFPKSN
LGR2 inh – blocks bursicon-induced cAMP signaling via Drosophila LGR2. HEK293 LGR2, CRE-luciferase, bursicon-stimulated, 4 h. inhibition, % at 9.99 µM. 380,000 compounds, 0.35% hits;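 active means drop in luminescence signal, shown as inhibition above about 50% in the replicate tests, limit read from the data, passing the limit was not always enough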;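 further: agonist challenge used bursicon conditioned medium at about half maximal strength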
FN deposit inh – fibronectin deposition inhibition. AH1F fibroblasts, Alexa488-fibronectin deposition fluorescence, overnight. inhibition, % at 12.6 µM. 350,000 compounds, 0.086% hits;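 active means mean inhibition across replicates of 30% or more, regardless of how many single replicates reach that level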;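 further: positive control wells lacked labelled fibronectin entirely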
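Test system: AH1F fibroblast monolayer depositing Alexa488-labelled fibronectin into matrix. Input: 10000 cells per well. Technique: fluorescence, ex 485 nm, em 525 nm. Buffer or medium: DMEM plus 2% serum, read in PBS. Timing: 1 h cell adhesion before compound, then overnight fibronectin incubation. Compound: single dose, pinned. Read-out basis: inhibition from reduced deposited-fibronectin fluorescence.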
miR122 inh – miR-122 inhibition in Huh7 cells | Huh7 miR-122 Renilla luciferase sensor, 48 h; neutral wells = 0, positive control = 100 | activation (reporter increase), % at 12.5 µM | 340,000 compounds, 0.3% hits;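 active means mean replicate activation score at least 90 and every replicate individually at or above 90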;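 further: higher luciferase means less miR-122 activity so hits act as miR-122 inhibitors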
* hit, by the source's call; nt = not tested or not shown; [ ] = another dose, or the depositor's remark.

SMILES	Cneo AK release	PGC1a acetyl inh	PAX8 inh HTS	EWS-Fli inh	CASP6 VEID inh	LGR2 inh	FN deposit inh	miR122 inh
C/C=C/c1ccc([C@@H]2[C@@H](CO)N3C(=O)CN(C(=O)Nc4ccc(F)cc4)C[C@H]23)cc1	nt	-1	1	0	0	-5	-4	nt
CCCN1[C@@H]2c3ccc(-c4ccncc4)c(=O)n3C[C@H]1[C@H](CO)[C@H]2C(=O)NCC1CC1	0	-17	-14	1	0	14	nt	33[16.7 µM]
O=C(COC(=O)C1CCN(S(=O)(=O)c2cccs2)CC1)NCc1ccc(F)cc1	2	6	-14	-5	0	10	-12	5
COc1ccc(S(=O)(=O)N(C)C[C@H]2OCCCC[C@H](C)Oc3ccc(N(C)C)cc3C(=O)N([C@H](C)CO)C[C@H]2C)cc1	1	4	22	-10	2	8	nt	5[16.7 µM]
Cc1cccnc1C(NC(=O)C1CCN(Cc2ccc(Cl)cc2)CC1)c1ccc(F)cc1 (centres undefined)	-5	-8	10	1	3	2	2	-9
COc1ccc(CCNCC(=O)Nc2ccc(C(=O)N3CCCCC3)cc2)cc1	-1	-9	15	1	-4	4	-13	5
COc1ccc2c3c([nH]c2c1)[C@H](CO)N(C(=O)C1CCC1)CC31CN(Cc2cccc(F)c2)C1	nt	nt	-14	2	1	15	nt	nt
COc1cccc(C#Cc2cnc3c(c2)C(=O)N([C@@H](C)CO)C[C@H](C)[C@H](CN(C)CC2CC2)O3)c1	3	-1	nt	14	-1	0	-29	0[16.7 µM]
COC(=O)c1cnn2c(C(F)(F)F)cc(-c3ccco3)nc12	0	-1	-13	nt	6	nt	-2	-8
CCC(=O)N[C@H]1CC[C@H](CC(=O)NCc2cc(F)cc(F)c2)O[C@H]1CO	-1	17	9	-2	-2	-10	0	-5[16.7 µM]
O=c1[nH]c(CO)nc2c1oc1ccccc12	0	7	nt	nt	nt	-13	nt	-4
CN(CCOCCOc1ccc(F)cc1)Cc1ccccc1	4	4	-4	4	-6	-24	6	-2
COCc1ccc(CN2CCCC(CO)(Cc3ccccc3)C2)o1 (centres undefined)	1	21	5	3	4	-3	7	0
C[C@H]1CN([C@@H](C)CO)C(=O)c2cccc(NS(C)(=O)=O)c2O[C@@H]1CN(C)C	-5	2	-22	-1	0	-2	nt	0[16.7 µM]
Cc1cccc(C(C)C)c1NC(=O)CN1C(=O)NC2(CCc3ccccc32)C1=O (centres undefined)	nt	-14	10	1	-1	9	2	-4
COCC(=O)Nc1ccc2c(c1)C(=O)N(C)[C@@H]1CC[C@H](CC(=O)Nc3cn(C)nc3C)O[C@@H]1CO2	0	4	-8	-1	nt	-3	11	54[16.7 µM]
C[C@@H]1CN([C@@H](C)CO)C(=O)Cc2cc(NC(=O)c3ccncc3)ccc2O[C@H]1CN(C)Cc1ccc(Cl)c(Cl)c1	15	2	32	nt	-2	19	nt	-24[16.7 µM]
O=C(C[C@H]1C[C@H]2c3cc(NC(=O)C4CCC4)ccc3O[C@H]2[C@H](CO)O1)NCc1ccc(-c2ccccc2)cc1	0	64*	6	5	0	-23	-12	8[16.7 µM]
Cc1cccc(C=CC(=O)c2ccccc2)c1	0	6	-183	-109	-3	-34	nt	-11
CCC(C(=O)OCC(=O)Nc1c(C)n(C)n(-c2ccccc2)c1=O)c1ccccc1 (centres undefined)	0	13	nt	nt	nt	nt	3	2
CCOCCCNC(=O)Cc1ccc(OC)c(OC)c1	-1	4	10	nt	nt	nt	10	-4
FC(F)Sc1ccc(NC(=S)NC2CCC(NC(=S)Nc3ccc(SC(F)F)cc3)CC2)cc1 (centres undefined)	-1	3	8	nt	nt	nt	-2	0
Cc1ccc(NC(=O)CN2C(=O)c3ccccc3S2(=O)=O)cc1C	4	nt	-10	8	-1	4	4	6
COc1ccc(CCC(=O)Nc2ncc(C)s2)cc1	nt	nt	25	-21	0	-32	-1	nt
CN(C(=O)CSc1nc2ccc(Br)cc2c(=O)n1Cc1ccco1)C1CCS(=O)(=O)C1 (centres undefined)	2	-2	0	8	-1	-10	5	0

Continuation.
SMILES	Cneo AK release	PGC1a acetyl inh	PAX8 inh HTS	EWS-Fli inh	CASP6 VEID inh	LGR2 inh	FN deposit inh	miR122 inh
O=C(O)c1cccc2cc(-c3ccccc3)oc(=O)c12	-2	5	-9	-12	2	0	-4	-10
Cn1c(=O)c2c(nc(Br)n2Cc2ccc3ccccc3c2)n(C)c1=O	-2	15	nt	nt	nt	nt	-3	36
COc1ccc(NC(=O)Nc2ccc3c(c2)CC(=O)N([C@H](C)CO)C[C@@H](C)[C@@H](CN(C)C(=O)Nc2ccccc2)O3)cc1	-2	1	12	4	2	18	nt	1[16.7 µM]
COc1cc(C(=O)N[C@@H](Cc2c[nH]c3ccccc23)C(=O)O)cc(OC)c1OC	0	-3	19	2	4	-4	-8	-1
Nc1cc(=O)[nH]c(SCC(=O)Nc2cccc(Cl)c2Cl)n1	nt	nt	16	-1	-2	9	-7	nt
CC(C)(C)C1CCC(OC(=O)C[N+]2(C)CCCC2)CC1 (centres undefined)	nt	nt	14	-5	-5	10	2	nt
COc1ccc([Si](C)(C)[C@H]2[C@H](CCn3cc(CCO)nn3)O[C@@]3(C(=O)N(C)c4c(Br)cc(C)cc43)[C@@H]2C)cc1	-1	-24	nt	6	1	nt	nt	nt
COC(=O)c1ccccc1NC(=O)c1ccc(Cn2cc(Cl)cn2)o1	1	9	10	nt	nt	nt	4	0
CCOC(=O)C1=CCC(c2ccc(N(CC)CC)cc2)N(S(=O)(=O)c2ccc(C)cc2)C1c1ccc([N+](=O)[O-])cc1 (centres undefined)	nt	nt	-15	28	-3	4	9	nt
Cn1cc(Br)c(C(=O)N2CCN(c3cccc(Cl)c3)CC2)n1	-4	nt	10	nt	nt	nt	7	-25
CC1CCCC(C)N1C(=O)COC(=O)CNC(=O)C12CC3CC(CC(C3)C1)C2 (centres undefined)	nt	nt	4	-2	-1	2	1	nt
CCCc1ccc2oc(C(=O)N(C)CCn3ccnc3C)c(C)c2c1	5	4	-13	-19	-6	-10	-2	4
Cc1ccc(S(=O)(=O)N(C)C[C@@H]2Oc3c(NS(=O)(=O)c4c(C)noc4C)cccc3C(=O)N([C@@H](C)CO)C[C@@H]2C)cc1	-3	-6	-8	3	nt	2	nt	0[16.7 µM]
Cc1ccc(-c2cc(-c3ccc(C)cc3O)[nH]n2)cc1	-1	-4	-209	-96	-1	-110	-2	15
COc1ccc(-c2nnc(SCC(=O)N3CCN(c4ccccc4)CC3)o2)cc1OC	-1	nt	-9	6	0	6	8	-4
Cc1nc2sc(-c3ccccc3)cc2c(=O)n1N	-8	1	41	69*	3	81*	-4	2
Oc1ccc(/C=N/NC(=S)N/N=C/c2ccc(O)cc2)cc1	-36	-5	-46	-41	6	-20	-10	8
CN(C)c1ccc(/C=C/c2c([N+](=O)[O-])c(=O)n(C)c(=O)n2C)cc1	2	20	19	-11	1	13	-1	4
COc1ccc2[nH]cc(C(=O)CCl)c2c1	-2	9	28	25	0	18	-8	-11
O=C(CS(=O)(=O)Cc1ccccc1)Nc1ccc(Br)cc1F	7	nt	7	-18	-2	3	7	6
COCC(=O)N1C[C@H](C)[C@H](OC)CN(C)C(=O)c2cc(NC(=O)c3cnccn3)ccc2OC[C@@H]1C	-2	-2	-10	10	-4	1	8	nt
COC(C[C@H]1O[C@H]1[C@H](O)[C@@H](C)OCc1ccccc1)OC	-2	-17	9	-11	0	11	5	1
CCOC(=O)CN1C(=O)S/C(=C\c2ccc(-c3cccc(C(=O)O)c3C)o2)C1=O	5	-3	-39	-29	15	-43	-9	-9
O=C(CN(CC1CCCO1)S(=O)(=O)c1ccc(S(=O)(=O)NC2CC2)cc1)Nc1ccccc1 (centres undefined)	0	-4	nt	nt	nt	13	nt	5
CC1CCN(C(=O)CCNC(=O)Cn2cnc3sc4c(c3c2=O)CCCC4)CC1	5	nt	-2	nt	nt	nt	-9	1

Next section, overlapping the part above by five compounds.
SMILES	Cneo AK release	PGC1a acetyl inh	PAX8 inh HTS	EWS-Fli inh	CASP6 VEID inh	LGR2 inh	FN deposit inh	miR122 inh
COCC(=O)N1C[C@H](C)[C@H](OC)CN(C)C(=O)c2cc(NC(=O)c3cnccn3)ccc2OC[C@@H]1C	-2	-2	-10	10	-4	1	8	nt
COC(C[C@H]1O[C@H]1[C@H](O)[C@@H](C)OCc1ccccc1)OC	-2	-17	9	-11	0	11	5	1
CCOC(=O)CN1C(=O)S/C(=C\c2ccc(-c3cccc(C(=O)O)c3C)o2)C1=O	5	-3	-39	-29	15	-43	-9	-9
O=C(CN(CC1CCCO1)S(=O)(=O)c1ccc(S(=O)(=O)NC2CC2)cc1)Nc1ccccc1 (centres undefined)	0	-4	nt	nt	nt	13	nt	5
CC1CCN(C(=O)CCNC(=O)Cn2cnc3sc4c(c3c2=O)CCCC4)CC1	5	nt	-2	nt	nt	nt	-9	1
C/C(=N\Nc1cc(C)nc(-c2ccccc2)n1)c1cccc([N+](=O)[O-])c1	nt	-16	-4	-2	4	31	-3	3
O=C(CCSc1ccc(Cl)cc1)Nc1cccnc1	nt	nt	1	-2	-2	2	-4	nt
COc1ccccc1NCCC(=O)OCC(=O)NC1CC1	0	4	3	-2	0	14	11	7
Cc1noc(C)c1S(=O)(=O)N(C)C[C@@H]1OCCCC[C@H](C)Oc2ccc(NC(=O)CCC(F)(F)F)cc2C(=O)N([C@H](C)CO)C[C@H]1C	-4	-11	-9	-6	nt	4	-3	2[16.7 µM]
CCC(=O)N1[C@H](CN(CC)C(=O)c2ccccc2)[C@H](c2ccccc2)[C@@H]1CO	1	6	-7	-5	0	-26	nt	-18[16.7 µM]
C[C@@H]1CN([C@@H](C)CO)C(=O)Cc2cc(NC(=O)NC3CCCCC3)ccc2O[C@H]1CN(C)S(=O)(=O)c1ccccc1	0	11	12	1	0	13	1	-16[16.7 µM]
COc1ccc(CNC(=O)[C@H](C)NC(=O)C2CC(=O)N(c3ccc4c(c3)OCO4)C2)cc1 (some centres undefined)	0	nt	-3	nt	0	1	-2	nt
O=C(OCC1CC(c2ccccc2)=NO1)c1ccc(Cl)cc1 (centres undefined)	3	nt	nt	-2	-4	-1	nt	-6
CCOC(=O)[C@@H]1[C@H]2COc3ccccc3[C@@H]2N2C(=O)N(c3cccc(Cl)c3)C(=O)[C@]12C	-1	-13	-5	5	-1	-7	-7	1
O=C(NCc1ccco1)c1ccc(S(=O)(=O)c2cccc(S(=O)(=O)N3CCOCC3)c2)cc1	3	nt	26	nt	nt	nt	2	0
O=C(NNc1ccc([N+](=O)[O-])cn1)Nc1ccc(N=Nc2ccccc2)cc1	3	-1	-21	-20	-1	-19	-13	nt
Cc1ccc2cc3cc(C(=O)NC4CC4)oc3nc2c1	0	-14	-103	-63	1	-25	21	-6
N#Cc1ccc(C(=O)NC(=S)NC2CCCCC2)cc1	7	5	-26	-15	0	-24	1	8
COc1ccc(C=NNC(=S)NC23CC4CC(CC(C4)C2)C3)cc1OC	nt	nt	-7	20	0	-36	nt	nt
CN(C)CCCOC(=O)c1sc2ccccc2c1Cl	nt	0	3	5	-4	-34	6	nt
COc1cc(C(=O)NCCCNc2nc3cc(C)c(C)cc3cc2C#N)cc(OC)c1OC	nt	nt	5	1	-8	-15	9	nt
O=C(Nc1ccc(F)cc1)Nc1ccc2c(c1)[C@@H]1C[C@H](CC(=O)N3CCOCC3)O[C@H](CO)[C@@H]1O2	3	-14	13	5	-1	3	-10	-4[16.7 µM]
COc1ccc(C(C)=O)cc1Cn1c(C)c(C(=O)NCC(C)C)sc1=O	-1	nt	-9	-5	0	-25	6	nt
COc1ccc(/C=C/C(=O)Nc2ccc3nc4n(c(=O)c3c2)CCCC4)cc1OC	nt	nt	2	-20	1	2	-32	nt
